UBC13 polyUb: inhibitors of human UBC13 polyubiquitin chain formation | hit rate 0.47% among 330,000 | P61088 | inhibition, % at 20 µM | TR-FRET | AID 485273; in the data active = inhibition above about 45%, passing the limit was not always enough; inconclusive = no clear call, values can overlap the other calls
Target sequence (P61088 whole entry, looked up): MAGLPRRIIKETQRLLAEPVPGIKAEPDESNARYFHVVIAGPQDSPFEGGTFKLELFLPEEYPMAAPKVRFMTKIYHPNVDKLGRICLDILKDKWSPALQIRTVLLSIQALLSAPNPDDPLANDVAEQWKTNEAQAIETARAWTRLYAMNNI
EBI2 block: blocks human EBI2 receptor beta-arrestin signaling. P32249. EBI2 beta-arrestin recruitment, luminescence, 7a,25-OHC stimulated. inhibition, % at 5 µM. hit rate 0.81% among 360,000; in the data active = inhibition above about 38%;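 note: enzyme fragment complementation signal reports receptor beta-arrestin coupling in cells; 0% = agonist plus DMSO wells and 100% = wells without agonist; some results beyond the cut were filed as inactive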
Gli-Sufu antag: Gli-Sufu pathway antagonism; Sufu-KO-LIGHT fibroblasts, Gli luciferase reporter luminescence; inhibition, % at 5 µM; hit rate 0.74% among 340,000; AID 588413;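 active = inhibition above about 55%, limit read from the data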;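 note: 0% = DMSO-treated cells and 100% = wells with medium but no cells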
697 NFkB inh: inhibitors of the PMA/ionomycin-induced NF-kB reporter in 697 B cells; AID 435022; 697 B-cell NF-kB luciferase reporter, 16 h; inhibition, % at 4 µM; hit rate 0.33% among 330,000; in the data active = inhibition above about 35%
Jurkat NFkB inh: inhibitors of the PMA/ionomycin-induced NF-kB reporter in Jurkat cells; PMA/ionomycin-induced NF-kB luciferase reporter, luminescence; hit rate 0.53% among 330,000; inhibition, % at 4 µM; in the data active = inhibition above about 50%
CXCR6 inh: inhibitors of human CXCR6 receptor; O00574; CHO-K1 PathHunter CXCR6 beta-arrestin, luminescence; inhibition, % at 20 µM; hit rate 0.36% among 360,000; AID 602244; in the data active = inhibition above about 34%, passing the limit was not always enough;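 note: antagonist mode with CXCL16 agonist at 10 nM final; 0% = 10 nM CXCL16 with DMSO and 100% = unstimulated wells without agonist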
Target sequence (O00574 whole entry, looked up): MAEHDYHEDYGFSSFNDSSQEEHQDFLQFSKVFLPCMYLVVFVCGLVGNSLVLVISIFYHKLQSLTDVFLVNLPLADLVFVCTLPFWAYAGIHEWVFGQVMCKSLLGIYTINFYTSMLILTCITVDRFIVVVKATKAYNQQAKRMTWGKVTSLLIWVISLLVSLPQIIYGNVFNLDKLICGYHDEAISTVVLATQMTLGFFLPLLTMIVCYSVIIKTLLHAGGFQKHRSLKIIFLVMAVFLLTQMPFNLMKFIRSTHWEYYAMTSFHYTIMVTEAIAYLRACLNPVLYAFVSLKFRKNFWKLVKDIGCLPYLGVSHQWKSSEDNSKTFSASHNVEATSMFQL
CCR6 antagonist: blocks CCL20-driven beta-arrestin recruitment at human CCR6 | P51684 | CHO-K1 CCR6 PathHunter beta-arrestin, luminescence, CCL20-stimulated | inhibition, % at 20 µM | hit rate 0.49% among 340,000 | AID 493098;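 active = compounds whose inhibition of the agonist-driven luminescence signal at 20 µM reaches about 50%, limit read from the data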;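 note: cells stimulated with CCL20 at 14 nM final; plate controls were DMSO with CCL20 for no effect and DMSO without agonist for full effect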
Target sequence (P51684 whole entry, looked up): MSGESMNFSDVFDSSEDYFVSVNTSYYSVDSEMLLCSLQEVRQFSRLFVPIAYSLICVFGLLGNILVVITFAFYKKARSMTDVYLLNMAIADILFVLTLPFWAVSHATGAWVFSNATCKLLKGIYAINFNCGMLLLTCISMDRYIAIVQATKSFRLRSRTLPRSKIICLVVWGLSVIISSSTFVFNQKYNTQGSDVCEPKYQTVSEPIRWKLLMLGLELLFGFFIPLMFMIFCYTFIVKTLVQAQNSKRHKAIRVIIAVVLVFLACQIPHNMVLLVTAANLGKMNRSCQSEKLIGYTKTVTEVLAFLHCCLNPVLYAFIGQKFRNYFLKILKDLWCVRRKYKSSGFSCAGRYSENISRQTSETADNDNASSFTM
APJ antagonist: blocks the human apelin receptor APJ. P35414. CHO-K1 APJ beta-arrestin complementation, luminescence. inhibition, % at 20 µM. hit rate 0.32% among 330,000;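 active = inhibition above about 40% at 20 µM, limit read from the data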;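 note: cells challenged with 10 nM apelin-13 agonist together with compound; plate controls were apelin-13 plus DMSO wells for no effect and DMSO wells lacking apelin-13 for full effect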
* = called active by the depositor; ? = inconclusive; · = not tested or not shown.

canonical_smiles	UBC13 polyUb	EBI2 block	Gli-Sufu antag	697 NFkB inh	Jurkat NFkB inh	CXCR6 inh	CCR6 antagonist	APJ antagonist
COC(=O)C1CCN(C(=O)CN2C(=O)NC(CCc3ccccc3)C2=O)CC1 (stereo unspecified)	3	-5	5	24	10	-3	5	10
CCCN(Cc1nnc(-c2cccs2)o1)C(=O)CN1C(=O)NC2(CCC(C)CC2)C1=O (stereo unspecified)	-2	0	8	15	9	6	8	-4
CCN(C(=O)c1cccc(Br)c1)c1ccccc1	-2	-5	0	-21	-3	-8	7	2
CCC(C)(C)c1nnc(NC(=O)c2ccc([N+](=O)[O-])cc2)s1	-5	-14	-38	-78	-24	3	15	8
O=S(=O)(c1cccc(C(F)(F)F)c1)N1CCC(c2nc3ccccc3[nH]2)CC1	3	-5	-1	8	-2	2	11	8
Cc1cc(CNC(=O)c2cc(-c3ccccc3)nc3ccccc23)nn1C	-1	12	6	19	3	5	-2	3
O=C(Nc1ccccc1OCc1ccccc1)c1ccccc1Br	4	16	-1	-1	8	9	32	18
CCOc1ccc(NC(=O)c2sc3nc(N4CCOCC4)c4c(c3c2N)CCCC4)cc1	?	6	9	11	-5	-2	3	20
COc1ccccc1NC(=S)NNC(=O)c1ccc(O)cc1	9	-4	-38	-34	-44	22	25	23
COc1ccc2c(c1)CCc1sc(NC(=O)c3ccco3)nc1-2	-6	-7	-38	-49	-49	-4	15	-39
COC(=O)c1c(C)oc2c1cc(NS(=O)(=O)c1cccs1)c1ccccc12	-8	2	-2	17	-18	-11	1	-4
O=C(c1cc2nc(-c3ccccc3)cc(C(F)(F)F)n2n1)N1CCCC1	·	4	-1	·	·	4	5	·
CN1CCN(NC(=O)c2cc([N+](=O)[O-])cc([N+](=O)[O-])c2)CC1	-8	-7	-9	-9	-13	-9	-5	-39
CC(C)c1onc(C(=O)NCc2cccs2)c1[N+](=O)[O-]	-1	-14	·	-7	-7	-5	7	-2
CCOC(=O)c1cc(C(=O)OCC)c(=O)[nH]c1SCc1ccccc1	-6	-10	-16	-6	-2	5	10	-5
CC1=NC(=O)C(N=Nc2cccc(C(=O)O)c2)N1c1ccccc1 (stereo unspecified)	-32	5	-96	-195	1	7	17	20
CC(C)NC(=O)/C(=C/c1cn(-c2ccccc2)nc1-c1cccc([N+](=O)[O-])c1)NC(=O)c1ccccc1	-6	-2	2	6	-7	6	12	-6
Cc1cccc(NC(=O)C2C(C(=O)O)C3C=CC2C32CC2)c1C (stereo unspecified)	-31	7	3	-3	-9	-4	20	-12
COc1ccccc1N1CCN(C(=O)c2cccc3c(=O)c(C)c(-c4ccccc4)oc23)CC1	-1	14	·	-25	-9	5	15	2
CC1(C)c2ccccc2-c2nc3ccccc3cc2C1N1CCOCC1 (stereo unspecified)	·	6	8	·	·	4	32	·
CCN1/C(=C/c2cccc[n+]2C)Sc2ccc(OC)cc21	-60	6	77*	-9	72*	2	-6	13
CCOC(=O)c1cnc2c(Cl)cccc2c1NCCCN1CCOCC1	4	5	21	1	-16	-2	12	17
COc1ccc(CN2CCC(=O)N([C@H](CO)CC(C)C)CC2)cc1	6	-5	23	4	19	-7	5	13
COC(=O)CC1=NN(c2nc(C)cc(C)n2)C(=O)C1	4	4	1	13	-3	-6	5	-26
CC1CCC/C(=N\NC(=O)COc2ccccc2Cl)C1 (stereo unspecified)	1	-1	-2	0	0	-2	1	12
COC(=O)C1=C(C)NC2=C(C(=O)CC(C)(C)C2)C1c1ccsc1 (stereo unspecified)	5	-1	1	10	-5	9	8	-2
Cc1cccc(NC(=O)CSc2nnc(Cn3nnc(-c4ccccc4)n3)n2-c2ccccc2)c1	-8	3	6	7	12	7	8	-49
CCOC(=O)N1CCN(C(=O)c2cnn3c(C(F)(F)F)cc(-c4cccs4)nc23)CC1	-2	-4	-5	14	12	6	3	-18
COC(=O)c1c[nH]c(=O)c2ccccc12	6	-20	5	2	-5	-9	-3	-31
CC(=O)Nc1ccc(N/C=C(\C=O)c2nc3ccccc3o2)cc1	6	12	-7	9	11	2	8	-7
COC(=O)Cn1nc(-c2ccc(C)cc2)c2ccccc2c1=O	4	-8	-4	17	11	9	11	-4
Cc1nn2c(=O)c3c4c(sc3nc2n1-c1ccccc1)COC(C)(C)C4	3	-5	2	6	-6	2	-5	5
CCN(c1ccc(C)cc1C)S(=O)(=O)c1nnc(NC(=O)C(C)(C)C)s1	0	-1	8	11	-11	-7	0	-3
O=C1C(O)=C(O)C(=O)c2ccccc21	-102	-10	8	31	11	-8	-1	-72
c1ccc2c(c1)CC/C2=N/Nc1nc2ccccc2[nH]1	-1	-6	-57	-85	-117	-6	18	-37
COc1ccccc1-c1c(C)oc2c(CN3CCN(C)CC3)c(O)ccc2c1=O	1	-2	2	-2	11	-8	6	-4
COc1ccc(Cc2nc3ccc(C(=O)NC(C)Cc4ncccc4C)cc3o2)cc1OC (stereo unspecified)	-1	-6	20	-41	3	-6	8	-2
CCOC(=O)CNC(=O)c1cn(CC(C)C)c(=O)c2cc(OC)c(OC)cc12	-14	-1	-5	-34	-14	-1	11	-14
CCN(c1ccccc1)S(=O)(=O)c1ccc(Cl)c(NC(=O)CN(C)C2CCN(C)CC2)c1	2	-4	15	-5	-5	7	11	13
COc1cc(F)ccc1CN1CCC(n2nccc2NC(=O)C2CCOC2)CC1 (stereo unspecified)	5	2	7	8	-6	-7	8	14
CC1(C)C(=O)Nc2ccccc2N1C(=O)COC(=O)c1cc(S(=O)(=O)N2CCOCC2)ccc1F	-3	2	5	7	0	-4	-6	-15
Cc1nc2cc(-c3cccc(F)c3)nn2c(C)c1CCC(=O)NC(C)c1ccc2c(c1)OCCO2 (stereo unspecified)	16	19	14	19	-3	4	-8	0
COC(=O)c1sc(NC(=O)CSc2nnnn2-c2ccc(C)cc2C)nc1C	-11	4	3	25	15	5	11	-5
O=C(NCCNC(=O)c1cc(F)cc(F)c1)c1cc(F)cc(F)c1	0	0	-8	-5	-26	-11	-1	-21
C/C(CC(=O)Nc1ccc(N(C)C)cc1)=N\NC(=O)c1ccncc1	-3	-1	2	14	-4	-5	-6	12

An excerpt of the results above, as a working copy:
canonical_smiles	UBC13 polyUb	EBI2 block	Gli-Sufu antag	697 NFkB inh	Jurkat NFkB inh	CXCR6 inh	CCR6 antagonist	APJ antagonist
COC(=O)Cn1nc(-c2ccc(C)cc2)c2ccccc2c1=O	4	-8	-4	17	11	9	11	-4
Cc1nn2c(=O)c3c4c(sc3nc2n1-c1ccccc1)COC(C)(C)C4	3	-5	2	6	-6	2	-5	5
CCN(c1ccc(C)cc1C)S(=O)(=O)c1nnc(NC(=O)C(C)(C)C)s1	0	-1	8	11	-11	-7	0	-3
O=C1C(O)=C(O)C(=O)c2ccccc21	-102	-10	8	31	11	-8	-1	-72
c1ccc2c(c1)CC/C2=N/Nc1nc2ccccc2[nH]1	-1	-6	-57	-85	-117	-6	18	-37
COc1ccccc1-c1c(C)oc2c(CN3CCN(C)CC3)c(O)ccc2c1=O	1	-2	2	-2	11	-8	6	-4
COc1ccc(Cc2nc3ccc(C(=O)NC(C)Cc4ncccc4C)cc3o2)cc1OC (stereo unspecified)	-1	-6	20	-41	3	-6	8	-2
CCOC(=O)CNC(=O)c1cn(CC(C)C)c(=O)c2cc(OC)c(OC)cc12	-14	-1	-5	-34	-14	-1	11	-14
CCN(c1ccccc1)S(=O)(=O)c1ccc(Cl)c(NC(=O)CN(C)C2CCN(C)CC2)c1	2	-4	15	-5	-5	7	11	13
COc1cc(F)ccc1CN1CCC(n2nccc2NC(=O)C2CCOC2)CC1 (stereo unspecified)	5	2	7	8	-6	-7	8	14
CC1(C)C(=O)Nc2ccccc2N1C(=O)COC(=O)c1cc(S(=O)(=O)N2CCOCC2)ccc1F	-3	2	5	7	0	-4	-6	-15
Cc1nc2cc(-c3cccc(F)c3)nn2c(C)c1CCC(=O)NC(C)c1ccc2c(c1)OCCO2 (stereo unspecified)	16	19	14	19	-3	4	-8	0

Following part
canonical_smiles	UBC13 polyUb	EBI2 block	Gli-Sufu antag	697 NFkB inh	Jurkat NFkB inh	CXCR6 inh	CCR6 antagonist	APJ antagonist
O=c1[nH]cc(CN2CCOCC2)c(=O)[nH]1	·	5	5	·	·	4	2	·
Cc1cc(C(N)=O)c2cc(Br)ccc2n1	0	-18	2	2	-16	-5	-1	12
COc1ccccc1NC(=S)NNC(=S)Nc1ccc(OC(F)F)cc1	3	4	-36	-19	-10	20	34	-7
CCOC(=O)CSc1nc2ccsc2c(=O)[nH]1	-2	-14	27	24	-3	-5	2	-14
Oc1c(Br)cc(Br)cc1C=Nc1ccc2[nH]ncc2c1	-3	3	0	6	12	10	9	-103
Cc1cc(/C=N/NC(=O)C(=O)NCc2ccccn2)c(C)n1-c1cccc(Br)c1	-12	-3	11	-16	-14	1	4	2
COc1cccc(CNC(=O)CCC2CCCN(C(=O)c3cc4ccccc4o3)C2)c1 (stereo unspecified)	17	20	-3	-14	-39	2	10	17
COc1ccc(CCNC(=O)c2n[nH]c(=O)c3ccccc23)cc1	1	1	2	-4	-1	-4	11	41*
Nc1ncnc2c1cnn2C1CCCCC1	12	-9	13	-4	-6	0	1	9
COc1ccc(/C=C/C(=O)NCc2cn(C)nc2C)cc1COc1ccc(Cl)cc1Br	-13	2	6	4	3	0	-18	-15
O=C(NCc1ccco1)C1CC(=O)N(CCc2ccccc2)C1 (stereo unspecified)	-9	0	3	-4	-2	3	10	9
COc1cc(OC)cc(C(=O)NCCOc2ccccc2)c1	2	12	-40	-56	-39	-3	20	4
NS(=O)(=O)c1cccnc1Nc1c(Cl)cccc1Cl	-8	-1	-6	0	1	4	4	15
O=C(O)Cc1sc(Nc2ccc(F)cc2)nc1-c1cccs1	-17	9	-42	-23	0	4	7	10
COc1cccc(N2CCN(c3cnc4ccccc4n3)CC2)c1	3	10	-42	-48	-11	1	7	-11
O=C(CCc1nc2ccccc2[nH]c1=O)OCc1ccc(S(=O)(=O)N2CCOCC2)cc1	41	-10	0	12	6	-3	10	8
